Compound activity (PubChem)
S1P4 ag: S1P4 receptor agonists, primary screen, cell-based. Sphingosine 1-phosphate receptor 4 (Homo sapiens), O95977. S1P4-expressing cell line, agonist reporter assay. activation, % at 4.98 µM. 0.35% of 220,000 active; in the data active means activation above about 11%;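 further: 0% = DMSO vehicle and 100% = reference agonist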
Target sequence (O95977 whole entry, looked up): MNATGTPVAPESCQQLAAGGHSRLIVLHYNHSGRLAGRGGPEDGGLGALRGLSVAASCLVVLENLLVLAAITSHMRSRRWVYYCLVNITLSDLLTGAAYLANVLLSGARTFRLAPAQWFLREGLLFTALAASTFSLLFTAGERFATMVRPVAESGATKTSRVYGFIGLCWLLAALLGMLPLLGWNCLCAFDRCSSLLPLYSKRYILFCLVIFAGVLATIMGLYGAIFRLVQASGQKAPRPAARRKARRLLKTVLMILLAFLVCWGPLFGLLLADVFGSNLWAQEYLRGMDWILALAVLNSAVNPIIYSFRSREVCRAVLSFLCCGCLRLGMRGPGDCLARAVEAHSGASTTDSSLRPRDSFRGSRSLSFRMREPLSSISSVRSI
PGE2 EP2 inh: human EP2 receptor antagonists, primary screen, TR-FRET cAMP, C6 glioma cells. 0.52% of 260,000 active. AID 1422, 2008. inhibition, % at 25 µM. C6 glioma cells expressing human EP2; cells stimulated with saturating PGE2;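 active means percent inhibition above 40 after rounding to a whole number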;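 further: rat C6 glioma host cells with rolipram phosphodiesterase inhibitor present; the protocol text gives 20 µM as final concentration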
NPY1 pot ag: NPY-Y1 receptor potentiators or agonists, primary screen, cell-based | Neuropeptide Y receptor type 1 (Homo sapiens), P25929 | NPY-Y1 expressing cells, potentiator/agonist activation | activation, % at 3.6 µM | 0.37% of 220,000 active | AID 1304, 2008; in the data active means activation above about 33%, passing the limit was not always enough;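 further: cells stimulated with NPY at EC10 then isoproterenol at EC100; 0% = low agonist plus stimulus and 100% = saturating agonist plus stimulus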
Target sequence (P25929 whole entry, looked up): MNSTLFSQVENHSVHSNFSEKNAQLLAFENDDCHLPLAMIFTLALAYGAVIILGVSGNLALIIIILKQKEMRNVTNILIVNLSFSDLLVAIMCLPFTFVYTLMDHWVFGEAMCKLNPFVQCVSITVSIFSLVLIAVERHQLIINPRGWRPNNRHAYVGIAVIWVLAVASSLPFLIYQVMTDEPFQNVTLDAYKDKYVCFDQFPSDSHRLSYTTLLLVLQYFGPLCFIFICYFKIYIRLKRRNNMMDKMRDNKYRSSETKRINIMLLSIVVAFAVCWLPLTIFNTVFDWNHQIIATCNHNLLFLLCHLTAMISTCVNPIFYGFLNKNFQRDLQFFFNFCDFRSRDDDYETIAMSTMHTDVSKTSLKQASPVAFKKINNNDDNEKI
NPY2 pot ag: NPY-Y2 potentiators or agonists, primary screen, cell-based | cells expressing NPY-Y2, potentiator/agonist read-out | Neuropeptide Y receptor type 2 (Homo sapiens), P49146 | activation, % at 3.6 µM | AID 1359, 2008 | 0.45% of 220,000 active; in the data active means activation above about 27%;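 further: cells stimulated with NPY near EC25 plus isoproterenol at EC100; 0% = vehicle plus submaximal agonist and 100% = vehicle plus saturating agonist; some results beyond the cut were filed as inactive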
EP2 mod: EP2 receptor modulators, cAMP readout, primary screen, cell-based, HTRF cAMP, PGE2 stimulation; Prostaglandin E2 receptor EP2 subtype (Homo sapiens), P43116; EP2-expressing cells, cAMP HTRF FRET, PGE2 co-stimulation; induction, % at 25 µM; 0.83% of 260,000 active;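 active means compounds whose cAMP rise, as percent of the full-agonist control response, exceeds 60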;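 further: rat C6 glioma line stably carrying human EP2 under a CMV promoter; the protocol text gives 20 µM as final concentration; 100% = response of wells given 1 µM PGE2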
NPY-Y1 antag: NPY-Y1 receptor antagonists, primary screen, cell-based | Neuropeptide Y receptor type 1 (Homo sapiens), P25929 | HEK293-CNG Y1 cells, membrane potential fluorescence; NPY at EC95, then isoproterenol | inhibition, % at 3.6 µM | 1% of 200,000 active;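 active means inhibition above the campaign mean inhibition of all tested compounds plus 3 SD, cut at about 20% in these data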;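 further: 0% = DMSO wells given NPY plus isoproterenol and 100% = isoproterenol alone without NPY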
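Test system: HEK293 cells co-expressing NPY Y1 receptor and cyclic-nucleotide gated channel; Also added: NPY (25 nM), isoproterenol (1 µM), Ro 20-1724 (25 µM); Compound dosing: one concentration, 3.6 µM, in 0.4% DMSO; Timing: dye 3 h, compound 60 min room temperature, stimulation 45 min; Technique: Membrane-potential fluorescent dye readout.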
p97 inhibitor: inhibitors of human p97 ATPase, primary screen, biochemical; Transitional endoplasmic reticulum ATPase (Homo sapiens), P55072; recombinant p97 ATPase, Kinase-Glo ATP luminescence, 3 h; inhibition, % at 8 µM; 0.42% of 220,000 active; in the data active means inhibition above about 15%;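 further: 0% = DMSO vehicle and 100% = wells lacking enzyme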
eIF4E-4G inh: eIF4E–eIF4G protein interaction inhibitors, primary screen, biochemical, uHTS, TR-FRET, eIF4GI fragment | 0.37% of 220,000 active | TR-FRET eIF4E-eIF4GI(517-606) binding, 2 h | inhibition, % at 21.7 µM;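 active means inhibition above about 30%, limit read from the data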;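 further: 0% = full FRET control wells and 100% = background wells lacking eIF4GI fragment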
S1P4 antagonist: S1P4 receptor antagonists, primary screen, cell-based; S1P4-expressing cells, antagonist mode, reporter read-out; inhibition, % at 4.98 µM; 0.26% of 220,000 active; in the data active means inhibition above about 29%;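 further: 0% = wells stimulated with agonist and 100% = vehicle wells without agonist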
The depositor's hits bear a star; / = no result given; & = joins results of further samples; [ ] = another dose, or the depositor's remark.

SMILES	S1P4 ag	PGE2 EP2 inh	NPY1 pot ag	NPY2 pot ag	EP2 mod	NPY-Y1 antag	p97 inhibitor	eIF4E-4G inh	S1P4 antagonist
COc1cccc(Nc2nc(-c3ccc4c(c3)OCCO4)cs2)c1	0.3	10	-8	21	6	3	3	7	-9
CCOc1ccc(N2CC(O)=C(c3nc4ccccc4c(=O)[nH]3)C2=N)cc1	3.0	6	-10	-3	-6	7	8	11	9
CCN(CC)C(=O)Cn1c(=O)n(-c2ccccc2)c(=O)n1CC(=O)N(CC)CC	0.3	11	-23	-1	18	-2	-2	4	-17
CC(=O)c1cccc(NC(=S)NC(=O)c2ccc(Br)cc2)c1	-0.4	10	-12	2	-6	5	3	9	6
COc1cc(/C=C(\C#N)c2ccccn2)ccc1OCc1ccccc1	-0.8	5	-29	-5	-6	1	-6	1[fluorescence artefact?]	-17
CN(C)/C=C1\C(=O)NN=C1C(F)(F)F	-0.4	7	8	-11	5	2	3	-3	24
O=C(CN1CCCC1)N1CCN(c2ccccc2)CC1	-0.8	7&6	-13	3	-48&3	-2	1	1	-2
CN1CCN(C(=O)C2=C[C@@H](C3CCCCC3)C[C@@H](OCc3ccc(CO)cc3)O2)CC1	0.4	11	-8	-5	-2	-2	2	1	2
CNC(=O)c1[nH]cnc1C(=O)Nc1ccccn1	1.9	2	21	-3	-28	-1	10	-2	-7
O=c1[nH][nH]c(=S)n1-c1ccccc1C(F)(F)F	-0.9	5	5	14	17	/	3	30	-4
CCOC(=O)C(CC)Sc1ncnc2c1nnn2-c1ccc(F)cc1 (stereo unspecified)	1.3	4	-47	-4	53	13	2	1[fluorescence artefact?]	-12
Nn1c(SCC(=O)N2CCN(S(=O)(=O)c3ccccc3)CC2)nnc1-c1cccs1	0.0	5	16	-1	11	-1	3	3[fluorescence artefact?]	-24
CCC(=O)Nc1ccc(NC(=O)c2ccccc2Cl)nc1	0.5	5	24	0	-10	-2	3	-7	-14
Cc1cc(C(=O)CSc2nc3ccccc3c(=O)[nH]2)c(C)n1CC1CCCO1 (stereo unspecified)	53*	10	-9	8	-58	0	5	-1	-8
CCOC(=O)CCc1c(C)c(C#N)c2nc3ccccc3n2c1-n1ccnc1C	0.8	5	-16	-8	10	1	3	3	-5
CCCCCCCNc1nc(Cl)nc(NCCO)n1	1.3	3	14	11	2	-2	4	-1	-3
O=C(Cn1[nH]c(=O)c2ccccc2c1=O)Nc1ccc2c(c1)CCC2	2.0	17	-11	-13	16	6	-1	-3	-13
O=C(O)c1cnn(-c2ccccc2)c1-c1ccccc1	1.1	11	-3	-7	14	-1	0	-1	-12
COc1ccc(S(=O)(=O)Nc2nc3c(s2)CCCC3)cc1	-0.9	5	16	13	-32	-1	4	-1	-33
Cc1cc(C)n(-c2nc3c(c(=O)[nH]c(=O)n3C)n2CC(C)C)n1	0.9	13	-4	-5	18	3	-3	-9	-2
O=C(CSc1nnc(Cc2cccs2)n1C1CCCCC1)N1CCCc2ccccc21	-3.8	15	-13	-3	-1	10	-7	2	14
O=C(CNS(=O)(=O)c1ccccc1)NCC(=O)OCc1ccc(Cl)cc1	-1.7	7	25	-10	29	/	6	5	3
CN1CCN(C(=O)C2=C[C@@H](C3CC3)C[C@@H](OCc3ccc(CO)cc3)O2)CC1	-2.1	9	15	-7	5	4	1	-2	10
O=C(Nn1c(-c2ccncc2)nc2ccccc2c1=O)c1ccc([N+](=O)[O-])cc1Cl	-0.6	4	-7	4	3	-3	-2	-1	-5
CC(=O)N1c2ccc([N+](=O)[O-])cc2NC(=O)CC1C (stereo unspecified)	2.2	3	2	-7	19	-1	-2	15	-4
COc1cc(N)c(Cc2nccc3cc(OC)c(OC)cc23)cc1OC	1.5	1	5	-7	-29	2	4	0	-10
Cc1ccc(NC(=O)c2ccccc2NS(=O)(=O)c2ccc(Cl)s2)cc1	0.6	7	21	43*	-37	-3	0	8	-16
COc1ccc2ccccc2c1C1CC(=O)N2CN(Cc3ccco3)CSC2=C1C#N (stereo unspecified)	-1.3	4	-8	0	-8	-2	-5	1[fluorescence artefact?]	10
COc1cc(C2C=C(c3cccs3)Nc3ncnn32)cc(OC)c1OC (stereo unspecified)	2.2	9	4	14	6	10	3	-1	4
CCCN(CC1CC1)C(=S)NC(=O)c1ccc(S(=O)(=O)N2CCOCC2)cc1	-0.7	9	-5	-12	4	11	-3	-1	-11
Cc1oc(-c2cccc(C(F)(F)F)c2)nc1CN1CCN(c2ccccn2)CC1	-1.0	8	-6	-11	-30	8	-4	3	-5
CCOc1ccc(CN2CCN(C(=O)c3cccc(F)c3)CC2)cc1	2.1	7	-13	-4	-1	0	-7	4	-19
CCOC(=O)C1CCCN(C(=O)c2cn(CC(C)C)c(=O)c3cc(OC)c(OC)cc23)C1 (stereo unspecified)	-2.5	0	7	2	24	-5	2	-5	-7
NC(=O)[C@H](Cc1cc2ccccc2s1)NC(=O)[C@@H]1CC2(CC(c3cccc(NC(=O)[C@@H]4CCC(=O)N4)c3)=NO2)CN1C(=O)/C=C/c1c(F)cccc1Cl (stereo partly specified)	1.9	6	3	9	13	1	9	-5	3
COc1cc(/C=N/Nc2ccc(S(N)(=O)=O)cc2)cc(OC)c1OC	-1.2	5	11	-26	-42	1	2	-6	-8
CC1(C)CC(=O)C=C(N2CCCC2)C1	1.4	10	21	-1	13	2	1	3	-11

One compound at a time (already shown).
CCCN(CC1CC1)C(=S)NC(=O)c1ccc(S(=O)(=O)N2CCOCC2)cc1 in the list: S1P4 ag = -0.7; PGE2 EP2 inh = 9; NPY1 pot ag = -5; NPY2 pot ag = -12; EP2 mod = 4; NPY-Y1 antag = 11; p97 inhibitor = -3; eIF4E-4G inh = -1; S1P4 antagonist = -11
Cc1ccc(NC(=O)c2ccccc2NS(=O)(=O)c2ccc(Cl)s2)cc1 in the list: S1P4 ag = 0.6; PGE2 EP2 inh = 7; NPY1 pot ag = 21; NPY2 pot ag = 43*; EP2 mod = -37; NPY-Y1 antag = -3; p97 inhibitor = 0; eIF4E-4G inh = 8; S1P4 antagonist = -16
COc1ccc2ccccc2c1C1CC(=O)N2CN(Cc3ccco3)CSC2=C1C#N (stereo unspecified) in the list: S1P4 ag = -1.3; PGE2 EP2 inh = 4; NPY1 pot ag = -8; NPY2 pot ag = 0; EP2 mod = -8; NPY-Y1 antag = -2; p97 inhibitor = -5; eIF4E-4G inh = 1[fluorescence artefact?]; S1P4 antagonist = 10

Continued.
SMILES	S1P4 ag	PGE2 EP2 inh	NPY1 pot ag	NPY2 pot ag	EP2 mod	NPY-Y1 antag	p97 inhibitor	eIF4E-4G inh	S1P4 antagonist
COC(=O)c1c(C)nc2ccccc2c1-c1ccccc1	0.8	6	15	5	89*	-2	-2	-2	-2
O=C(Nc1ccccc1)c1cccc(S(=O)(=O)Nc2ccccn2)c1	1.2	10	16	-2	-4	3	8	0	-8
COC(=O)c1ccc(/C=C/C(=O)O)cc1	0.4	6	3	4	16	/	-3	-2	-12
COc1ccc(OCc2nc3ccc(S(=O)(=O)Nc4ccccc4Cl)cc3[nH]2)cc1	-0.1	9	-21	-15	-5	6	1	2	-13
CCOc1ccccc1NC1c2ccccc2C(=O)N1c1cccnc1 (stereo unspecified)	-0.6	10	5	-2	27	4	7	-2[fluorescence artefact?]	-11
N/C(Cc1ccccc1)=N\OC(=O)c1cccc2ccccc12	-0.1	12	-10	-7	-66	7	-7	7	-3
C=CCN=C1S/C(=C/c2cccc([N+](=O)[O-])c2)C(=O)N1CC=C	-1.0	9	-8	-9	64*	/	-3	-1	12
Cc1ccc(N=Nc2c(N)[nH]n3c(=O)c4c(nc23)CCCC4)cc1	0.3	/	1	3	81*	2	1	-4[fluorescence artefact?]	0
CSc1nc(N(C)C)c2ccccc2n1	3.2	7	-11	-9	30	7	3	3	-13
COC(=O)[C@H](Cc1ccccc1)NC(=O)NCc1cccs1	-0.4	10	-10	-3	-1	-3	1	-4	-2
COc1ccc(Nc2nc(N3CCN(C)CC3)nc3ccccc23)c(OC)c1	0.8	2	-4	-6	-14	18	-4	-6	-5
CCOC(=O)C1CCN(c2c(NC3CCCc4ccccc43)c(=O)c2=O)CC1 (stereo unspecified)	1.5	4	-14	-2	-11	3	0	-2	-12
O=C(Cn1nnc2ccccc2c1=O)Nc1cccc(S(=O)(=O)N2CCOCC2)c1	2.1	3	-10	-6	-17	8	-2	-2	-17
COc1ccc(NC(=O)COC(=O)[C@@H]2CCCN2C(=O)c2cccs2)cc1	-4.1	0	-4	-8	13	1	2	-10	-2
CC1CC(C#N)N(N(C)C)C1=C(C#N)C#N (stereo unspecified)	1.3	6	6	13	-10	/	2	-2	-11
CCC(C)n1c(SCC(=O)NC(=O)Nc2ccc3c(c2)OCCO3)nc2ccccc2c1=O (stereo unspecified)	1.3	9	16	-6	21	2	4	-3	-11
COCCNC(=O)c1c[nH]c2ccc(S(=O)(=O)N3CCc4ccccc43)cc2c1=O	0.7	4	21	15	-38	-9	0	3	-12
CCN1C(=O)/C(=C2\SC(=S)N(CC3CCCO3)C2=O)c2ccccc21 (stereo unspecified)	0.9	8	1	10	29	0	6	7	-11
COCCCNCCCCSc1ccc(Cl)cc1	-2.6	2	-22	-2	-3	-1	5	-3	-17
O=C(O)/C=C/C(=O)Nc1cccc2cccnc12	-0.5	8	-9	-6	-4	/	5	6	-8
Cc1cccc(Nc2nnc(SCC(=O)NCc3cccs3)s2)c1C	1.2	10	9	1	-27	5	-2	-1	-9
CC(=O)c1ccc(NC(=O)COC(=O)CCC(=O)c2cccs2)cc1	1.9	7	13	-12	0	1	-2	5	-11
COc1cc(NS(=O)(=O)c2cccc3nsnc23)cc(OC)c1	0.8	2	-34	-13	-21	-5	-5	-11	-7
O=C(NCC(=O)N(Cc1ccco1)C(C(=O)NC1CCCC1)c1ccncc1)c1cccs1 (stereo unspecified)	-0.8	15	4	6	17	3	4	-1[fluorescence artefact?]	-12
COc1ccc(CN2CCN(CCC(C)C)C(CCO)C2)cc1Cn1cccn1 (stereo unspecified)	3.9	9	-8	1	2	4	7	-2	2
CCc1ccccc1-n1c(SCC(=O)NC)nnc1-c1cccnc1	-2.3	9	-19	-12	8	0	-2	/	-14
O=C(Cn1cnc2ccccc2c1=O)Nc1nnc(SCc2ccccc2)s1	-0.6	3&13	-16	8	-10&0	9	4	/	-2
C=CCn1c(=O)c(C(=O)NCCN(CC)CC)c(O)c2ccccc21	-1.2	6	-18	-10	-4	3	-2	-7[fluorescence artefact?]	-17
COc1ccc2c(c1OC)C(=O)OC2CC(=O)c1ccc(O)c(O)c1 (stereo unspecified)	-0.7	3	-10	8	2	0	5	13	-9
Cc1occc1C(=O)Nc1cccc(Cn2cccn2)c1	-1.4	7	-9	5	-7	2	-4	-3	-10
Cc1cccc(OCCNc2cc(N3CCN(C)CC3)ccc2[N+](=O)[O-])c1	-0.5	3	11	8	-2	1	1	3	-3
CC(=O)OCC1=C(C(=O)O)N2C(=O)C(NC(=O)c3ccc(COc4c(C)cccc4Cl)o3)C2SC1 (stereo unspecified)	0.3	8	3	3	12	1	3	6	-4

A portion of the library; count on the stated rates, not on these rows.
